DDE Tn6 FP inh: DD(E)-Tn6 binding inhibition, primary FP screen. P02675. Fibrin DD(E) TRITC-Tn6 fluorescence polarization displacement. inhibition, % at 8.3 µM. 0.21% of 370,000 active. AID 720509;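 active means inhibition above a per-campaign cutoff: mean of compounds within control limits plus 3 SD, cut at about 15% in these data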;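 further: 0% = median of all compound wells on the plate and 100% = blocking peptide control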
Tn7 DDE FP: disrupts Tn7 cyclic peptide binding to fibrin D-Dimer-E complex; FP displacement of FITC-Tn7 peptide from fibrin DD(E); 0% = median of compound wells per plate; inhibition, % at 8.3 µM; 0.13% of 370,000 active; AID 720508;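 active means inhibition above the mean of compounds falling within the control limits plus 3 SD of them, cut at about 14% in these data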;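 further: 0% = plate median of compound wells and 100% = 10 µM Aha-Tn7 peptide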
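System: human fibrin DD(E); quantity: Fibrin-DD(E) at 2 µM final; also added: fluorescent Tn7 probe at 0.1 µM; compound dosing: single nominal test concentration of 8.3 µM per compound; schedule: 10 min preincubation, 3 h with tracer, room temperature; detection: fluorescence polarization of the labelled Tn7 tracer; repeats: one replicate per compound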
ADAM10 inh: inhibitors of human ADAM10 | O14672 | recombinant ADAM10, EDANS/DABCYL FRET peptide cleavage, 3 h | inhibition, % at 7 µM | 0.62% of 370,000 active | AID 720582;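 active means inhibition above a per-campaign cutoff equal to the mean of compounds falling between control-based bounds plus 3 SD, cut at about 20% in these data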;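 further: 0% = DMSO wells while the 100% control is not disclosed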
Target sequence (O14672 214-748 limits assumed): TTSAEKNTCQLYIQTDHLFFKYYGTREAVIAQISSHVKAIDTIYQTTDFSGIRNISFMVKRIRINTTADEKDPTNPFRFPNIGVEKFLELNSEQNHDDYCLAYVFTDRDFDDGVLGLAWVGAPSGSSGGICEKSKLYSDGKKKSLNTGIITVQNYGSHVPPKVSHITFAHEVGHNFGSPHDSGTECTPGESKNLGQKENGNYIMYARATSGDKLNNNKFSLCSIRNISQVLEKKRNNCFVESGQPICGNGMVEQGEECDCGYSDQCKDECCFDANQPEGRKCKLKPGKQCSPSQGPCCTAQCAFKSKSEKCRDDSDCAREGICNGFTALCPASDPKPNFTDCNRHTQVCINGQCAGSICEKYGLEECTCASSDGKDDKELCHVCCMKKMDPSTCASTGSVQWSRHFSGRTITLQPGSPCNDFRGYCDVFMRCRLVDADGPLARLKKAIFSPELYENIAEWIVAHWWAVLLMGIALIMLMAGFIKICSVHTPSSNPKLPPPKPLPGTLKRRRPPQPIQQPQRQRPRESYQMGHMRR
ASAP1 inh: ASAP1 ArfGAP inhibition; Q9ULH1; 0.19% of 360,000 active; ASAP1-stimulated ARF1 GTP hydrolysis, GDP FP detection; AID 624377; inhibition, % at 16.5 µM; in the data active means inhibition above about 25%;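 further: 0% = vehicle with enzyme and substrate and 100% = no enzyme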
TDP2 absorb: blocks human TDP2 phosphodiesterase activity. O95551. recombinant TDP2, T5PNP hydrolysis, p-nitrophenol absorbance 415 nm. inhibition, % at 12.8 µM. 0.34% of 370,000 active;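 active means inhibition above the mean of all tested compounds plus 3 SD, set per campaign, cut at about 25% in these data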;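 further: 0% = DMSO with enzyme and 100% = buffer with substrate but no TDP2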
Target sequence (O95551 whole entry, looked up): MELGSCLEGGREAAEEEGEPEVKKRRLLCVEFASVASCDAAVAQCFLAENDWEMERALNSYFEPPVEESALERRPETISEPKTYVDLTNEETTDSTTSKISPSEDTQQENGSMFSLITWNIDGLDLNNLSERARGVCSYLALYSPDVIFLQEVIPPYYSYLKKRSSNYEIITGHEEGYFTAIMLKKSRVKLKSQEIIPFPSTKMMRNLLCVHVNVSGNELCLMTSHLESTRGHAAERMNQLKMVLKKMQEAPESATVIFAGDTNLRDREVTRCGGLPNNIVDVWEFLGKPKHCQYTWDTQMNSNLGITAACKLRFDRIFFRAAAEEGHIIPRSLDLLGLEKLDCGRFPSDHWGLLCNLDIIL
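Assay system: recombinant human TDP2 / Reagent: T5PNP substrate at 5 mM, a TopII-DNA adduct mimic / Measured by: epi absorbance from released p-nitrophenol / Evaluation: % inhibition relative to enzyme-containing and enzyme-free wells / Control set: enzyme-free and DMSO wells / Replicates: each compound tested once, singlicate / Schedule: enzyme reaction with compound for 2 h at 37 °C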
PLCg1 inh: inhibitors of human phospholipase C gamma1. inhibition, % at 12.2 µM. P19174. 0.84% of 370,000 active. purified PLC-gamma1, fluorogenic substrate, fluorescence. AID 720700; in the data active means inhibition above about 9.5%
ARFGAP1 inh: inhibits rat ARF GTPase activating protein 1; inhibition, % at 16.5 µM; AID 651572; 0.26% of 360,000 active; Q62848; Arfgap1-stimulated ARF1 GTP hydrolysis, GDP FP detection;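 active means inhibition above a per-plate limit, mean inhibition of low control wells plus 3 SD, cut at about 25% in these data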;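 further: 0% = DMSO wells with enzyme and 100% = wells lacking Arfgap1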
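Replicates: Single well per compound | Assay system: Truncated rat Arfgap1 GAP domain | Control set: No-Arfgap1 wells (100%) versus DMSO full-reaction wells (0%) | Times: Enzyme reaction 120 min at 25 °C after 20 min preincubation | Reagent: Human ARF1(Δ1-17)-GTP substrate | Measured by: Tracer-displacement fluorescence polarization with EDTA stop, 620/688 nm | Measure: Percent inhibition of Arfgap1-stimulated GTP hydrolysis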
ADAM17 inh: inhibitors of human ADAM17. P78536. inhibition, % at 6.95 µM. recombinant ADAM17, EDANS/DABCYL FRET peptide cleavage. 0.83% of 370,000 active. AID 720648;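 active means inhibition above the mean of compounds lying between control limits plus 3 SD, set per campaign, cut at about 8.5% in these data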;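 further: 0% = DMSO-only wells as the low control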
LEDGF integ inh: blocks HIV-1 LEDGF/p75-dependent DNA integration; TR-FRET IN-LEDGF/p75 DNA integration, Eu/Cy5; inhibition, % at 3.7 µM; 0.64% of 370,000 active; AID 743269;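 active means inhibition above the screen-wide mean plus 3 SD, cut at about 13% in these data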;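 further: signal is the Cy5 over europium emission ratio at 671 and 618 nm; 0% = plate median of compound wells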
proKLK7 act: activators of human kallikrein-7 zymogen; P49862; 0.9% of 370,000 active; purified proKLK7, EDANS-DABCYL substrate fluorescence; 100% is mature enzyme control, 0% vehicle; AID 652039; activation, % at 7 µM;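 active means activation above the mean of all tested compounds plus 3 SD, computed per campaign excluding outliers beyond control limits, cut at about 13% in these data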
Numbers without * were called inactive; i = inactive; . = not tested or not shown.

DDE Tn6 FP inh	Tn7 DDE FP	ADAM10 inh	ASAP1 inh	TDP2 absorb	PLCg1 inh	ARFGAP1 inh	ADAM17 inh	LEDGF integ inh	proKLK7 act	structure
8	1	-16	3	11	0	-3	0	2	0.5	CCCCn1c(=O)[nH]c(=O)c2c1nc(-c1ccc(OC(F)F)c(OC)c1)n2C
-1	-11	4	2	-5	1	-1	0	-1	0.0	COc1cccc2cc(C(C)N(CCCN3CCOCC3)C(=O)Nc3ccc(Cl)cc3)oc12 (centres undefined)
-2	1	-65	7	-2	-10	3	-21	-2	0.9	COc1ccccc1/C=C/C(=O)NCC(=O)N/N=C/c1ccccc1
-2	-1	3	-3	-1	-3	-10	-3	1	0.1	CCn1c(COc2ccccc2C)nnc1SCC(=O)N1CCN(c2ccccc2)CC1
-7	-2	2	8	5	1	0	-3	0	-0.1	COC(=O)c1ccccc1N1C(=O)[C@@H]2C(c3ccc(F)cc3)=NO[C@@H]2C1=O
-6	-4	-14	-8	1	3	5	3	-2	-0.5	CC(C)(C)C1CCC(=NNC(=O)C(=O)NC2CCCCC2)CC1 (centres undefined)
16*	10	-16	0	-5	-2	8	-3	-3	0.6	O=c1c2ccccc2nc(-c2ccccc2)n1O
3	-1	-5	-15	0	-5	-3	-8	-6	-0.1	O=C(NCCc1nnc2ccc(N3CCCC3)nn12)c1ccccc1
4	0	-1	3	1	1	21	2	2	0.5	CCCCCCCCCCCCN1C/C(=C\C(=O)OCC)c2ccccc2S1(=O)=O
0	-8	-4	3	6	3	-2	-1	0	-0.2	CCNc1cc(N2CCCC2)ccc1[N+](=O)[O-]
-5	-2	17	14	4	5	4	8.7*	3	-0.7	CCc1cc(-c2n[nH]c(C)c2-c2ccccc2Cl)c(O)cc1OC
-6	3	1	2	-9	3	7	4	1	-0.6	CCCCC(=O)OC1CCC2C3CCc4cc(O)ccc4C3CCC12C (centres undefined)
-5	-2	-2	4	3	1	2	0	3	0.1	CN(c1ccc(O)cc1)c1nc(O)c(C2=c3ccccc3=NC2=O)s1
-3	-12	3	-5	-22	2	-4	0	5	0.5	C/C(=N/OCC(=O)Nc1ccc(C)cc1C)c1cccs1
-1	1	-3	-5	9	-2	-10	0	3	-0.4	CCN(CC)c1ccc(C=C2C(=O)OC(c3ccccc3)OC2=O)cc1 (centres undefined)
5	-3	-6	7	9	2	1	0	0	0.1	O=C(Nc1ccncc1)Nc1ccc(F)cc1
3	1	8	.	7	2	.	3	4	-0.2	CCCCOCCCNC(=O)C[C@@H]1C(=O)N(CCc2ccc(Cl)cc2)C2=CCCC[C@]21C(=O)OCC
-1	2	12	33*	20	0	12	1	2	-0.5	Cc1cccc(NC2=C/C(=N/S(=O)(=O)c3cccs3)c3ccccc3C2=O)c1
-4	-4	i	10	4	i	7	-188	-2	-16	CCOc1ccc(-c2cc(C(=O)NCCCn3ccnc3)c3ccccc3n2)cc1
10	5	-11	1	-9	-4	9	-9	-4	0.1	COc1ccc(C2CC(c3ccc(OC)cc3)n3nc(NS(C)(=O)=O)nc3N2)cc1 (centres undefined)
1	-2	5	13	16	3	11	3	1	0.0	O=[N+]([O-])c1ccccc1CN1CCN(S(=O)(=O)c2ccccc2)CC1
1	0	-6	-8	3	1	-1	-5	-6	-0.2	COc1ccc(C(=O)NNC(=O)c2cnccn2)cc1[N+](=O)[O-]
-4	-4	-25	5	23	-46	-1	-1	3	-2.1	CN(C)c1nc(-c2cn(CCC#N)c3ccccc23)cs1
-4	-3	-1	-2	4	-5	-7	-2	0	0.4	COc1ccccc1-n1c(C)nnc1SCC(=O)NCc1ccccc1
0	1	-135	6	-4	-102	7	-48	3	-4.0	COCCCNc1ccn2nc(-c3cccc(OCc4ccccc4)c3)cc2n1
-2	-6	-260	7	10	-85	10	-65	0	5.5	O=C1CCN(C(=O)Cc2ccccc2)c2ccccc21
-8	10	-60	8	-8	-114	-2	-32	0	-26	CCOc1ccc2[nH]c(C(=O)N/N=C/c3ccc(OC)cc3)cc2c1
-8	3	-1	2	6	3	5	-4	1	0.2	O=C(Nc1ccc(Cl)c(S(=O)(=O)N2CCCCC2)c1)c1ccncc1
-2	10	1	-15	-6	4	2	-3	2	0.3	COc1ccccc1NCc1nnc(-c2ccccc2)o1
4	9	1	7	8	-16	-1	1	-5	0.7	Cc1c(C#N)c(O)n(CCO)c(=O)c1N=Nc1ccc2c(c1)COC2=O
0	2	-16	-1	4	-1	2	-4	-3	0.4	CCOC(=O)C1(C)CCN1C(=O)c1ccc(-c2ccccc2)cc1 (centres undefined)
-4	-4	1	2	10	1	0	-4	1	0.6	O=c1c(Cl)c(Cl)cnn1Cc1ccc(F)cc1
-3	-2	-22	-3	1	-138	2	-8	4	-13	CC(=O)Nc1scc(C)c1-c1nc2ccccc2s1
-2	-2	-155	4	-15	-79	3	-47	1	-4.0	CCCCC(CC)Cn1c(N)c(C#N)c2nc3ccccc3nc21 (centres undefined)
-2	-4	-4	-3	-1	4	-1	0	0	-0.6	Fc1ccccc1Cn1nnc(-c2ccc3c(c2)OCO3)n1
1	-2	i	-4	8	-322	0	-357	-3	8.4	O=c1[nH]cccc1-c1nc2ccccc2n1Cc1ccccc1F
1	1	2	10	-3	-1	-2	-3	-2	0.3	CCC(C)Sc1ccc([C@@H]2[C@@H]3C(=O)N(C)C(=O)[C@@H]3[C@]3(C(=O)OC)CCCCN23)cc1 (some centres undefined)
5	1	-4	-13	-1	0	0	-2	0	0.3	COC(=O)c1scc(C)c1NC(=O)CSc1ccc(Cl)cc1
-3	1	-7	1	0	-5	-3	-6	-4	-274	COc1cc(/C=N/NC(=O)c2cccnc2)ccc1OCC(=O)Nc1ccc(C)cc1
0	0	-2	-2	2	3	5	-2	0	-0.3	COc1cc(OC)cc(C(=O)NC(=S)N(Cc2ccccc2)C(C)C)c1

For convenience, 2 of the compounds above.
DDE Tn6 FP inh	Tn7 DDE FP	ADAM10 inh	ASAP1 inh	TDP2 absorb	PLCg1 inh	ARFGAP1 inh	ADAM17 inh	LEDGF integ inh	proKLK7 act	structure
8	1	-16	3	11	0	-3	0	2	0.5	CCCCn1c(=O)[nH]c(=O)c2c1nc(-c1ccc(OC(F)F)c(OC)c1)n2C
-1	-11	4	2	-5	1	-1	0	-1	0.0	COc1cccc2cc(C(C)N(CCCN3CCOCC3)C(=O)Nc3ccc(Cl)cc3)oc12 (centres undefined)

(cont.)
DDE Tn6 FP inh	Tn7 DDE FP	ADAM10 inh	ASAP1 inh	TDP2 absorb	PLCg1 inh	ARFGAP1 inh	ADAM17 inh	LEDGF integ inh	proKLK7 act	structure
-10	-6	5	4	2	3	5	5	1	-0.6	COCC(=O)N1CCC(Oc2ccc(C(=O)N3C[C@H]4CC[C@H]3C4)cc2)CC1
3	2	5	8	7	4	-4	0	4	-0.2	COc1ccc(NC(=O)C(NC(=O)Cc2cccs2)c2ccccc2)cc1 (centres undefined)
4	8	-167	-4	8	-207	-3	-46	-10	-37	Cc1cc(=O)[nH]c(NN=Cc2cc(Br)ccc2O)n1
-7	0	2	-8	4	0	-5	-3	1	0.7	COc1cccc(N2CCN(c3ccc4nnc(CCC(=O)Nc5cc(C)ccn5)n4n3)CC2)c1
0	7	-1	2	7	1	-9	1	2	-0.2	C=CCn1c(CSCc2ccccc2)nnc1SCC(=O)N1CCN(c2ccccc2)CC1
-4	3	-19	-1	7	-12	10	0	2	-3.2	COc1ccc(/C=N/Nc2nc(-c3cccc(S(=O)(=O)N4CCCC4)c3)cs2)c(OC)c1
6	-1	-9	6	-1	2	0	1	-4	0.9	O=C(CC(=O)N1CCN(c2ccccn2)CC1)Nc1ccc2nc3n(c(=O)c2c1)CCCCC3
-7	-6	0	-5	1	0	10	-1	0	-0.2	COC(=O)C1=C(C)N(CCc2ccc(OC)cc2)C(=O)C1
-7	2	5	1	-17	1	-2	1	-2	0.9	CC(C)[C@H](NC(=O)OCc1ccccc1)C(=O)OCc1ccccc1
4	8	1	6	1	1	2	-1	-9	0.2	O=C(O)C1C2C=CC(C2)C1C(=O)NCCCc1ccccc1 (centres undefined)
-3	-5	-27	14	2	-293	6	-13	1	-4.3	CCOC(=O)N1CCN(c2ccnc3cc(Cl)ccc23)CC1
-1	2	-3	-8	-9	-2	-1	-1	1	0.1	CC(C)C12CN3CCN(CC(C3)/C1=N\NC(=O)Nc1ccccc1)C2
3	-3	-5	-6	4	-2	11	-7	3	0.0	CC(C)CNC(=O)[C@H](Cc1ccccc1)NC(=O)c1cccs1
7	1	-86	-8	1	-56	16	-32	-2	-2.6	CN1/C(=C\C(=O)COC(=O)c2ccc(O)cc2)C(C)(C)c2ccccc21
3	-3	-3	-6	-7	0	8	-3	2	-0.1	Cc1ncccc1C(=O)N1CCCC(CNC(=O)C2(c3ccc(Cl)cc3)CC2)C1 (centres undefined)
2	-1	17	0	-8	1	7	3	4	1.0	COc1ccc(CCNC(=O)COc2ccc(N(C)S(=O)(=O)c3ccc(Cl)cc3)cc2)cc1

Assay outcomes as filed in PubChem BioAssay.

Compounds were not picked by outcome; overall some 4.2% were active at least once.
